# Source: PubChem BioAssay
# TRPML3 ag – human TRPML3 channel agonists, primary screen, cell-based, HEK293 TRPML3-YFP, Fluo-8 calcium fluorescence, 3 µM | Mucolipin-3 (Homo sapiens), Q8TDD5 | 100% = the carbachol control signal | activation, % at 3 µM | 0.29% of 220,000 active | AID 1448, 2008;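 active = activation above its plate's cutoff, the mean activation of the plate's test wells plus 3 SD, cut at about 12% in these data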;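 note: 0% = DMSO only wells and 100% = carbachol wells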
#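 Material: HEK293 cells stably carrying human TRPML3-YFP; compound dosing: single dose, 3 µM final nominal compound, 0.3% DMSO final; incubation: 1-h 37 °C dye load, 5-s basal, 120-s post-compound reads; technique: Fluo-8 intracellular calcium fluorescence, excitation 470-495 nm, emission 515-575 nm; read-out basis: percent activation from peak-to-basal fluorescence ratio, scaled between DMSO and carbachol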
# EP2 mod – EP2 receptor modulators, cAMP readout, primary screen, cell-based, HTRF cAMP, PGE2 stimulation. AID 940, 2007. EP2-expressing cells, cAMP HTRF FRET, PGE2 co-stimulation. 0.83% of 260,000 active. Prostaglandin E2 receptor EP2 subtype (Homo sapiens), P43116. induction, % at 25 µM;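 active = compounds whose cAMP rise, as percent of the full-agonist control response, exceeds 60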;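 note: rat C6 glioma line stably carrying human EP2 under a CMV promoter; the protocol text gives 20 µM as final concentration; 100% = response of wells given 1 µM PGE2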
# Target sequence (P43116 whole entry, looked up): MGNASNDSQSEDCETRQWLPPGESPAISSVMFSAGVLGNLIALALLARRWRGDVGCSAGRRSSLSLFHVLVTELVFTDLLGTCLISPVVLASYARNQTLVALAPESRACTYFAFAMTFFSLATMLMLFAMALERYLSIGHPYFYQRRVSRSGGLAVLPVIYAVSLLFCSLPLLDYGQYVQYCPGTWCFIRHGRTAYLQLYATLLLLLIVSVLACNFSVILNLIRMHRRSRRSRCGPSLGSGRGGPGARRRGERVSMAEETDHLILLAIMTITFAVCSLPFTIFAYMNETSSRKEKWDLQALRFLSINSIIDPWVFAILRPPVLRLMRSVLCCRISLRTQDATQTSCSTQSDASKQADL
# NPY-Y2 PAM-ag – NPY-Y2 potentiators or agonists, primary screen, cell-based; Neuropeptide Y receptor type 2 (Homo sapiens), P49146; cells expressing NPY-Y2, potentiator/agonist read-out; activation, % at 3.6 µM; 0.45% of 220,000 active; AID 1359, 2008; in the data active = activation above about 27%;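 note: cells stimulated with NPY near EC25 plus isoproterenol at EC100; 0% = vehicle plus submaximal agonist and 100% = vehicle plus saturating agonist; some results beyond the cut were filed as inactive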
# S1P4 ag – S1P4 receptor agonists, primary screen, cell-based; S1P4-expressing cell line, agonist reporter assay; activation, % at 4.98 µM; 0.35% of 220,000 active; in the data active = activation above about 11%;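 note: 0% = DMSO vehicle and 100% = reference agonist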
# Target sequence (O95977 whole entry, looked up): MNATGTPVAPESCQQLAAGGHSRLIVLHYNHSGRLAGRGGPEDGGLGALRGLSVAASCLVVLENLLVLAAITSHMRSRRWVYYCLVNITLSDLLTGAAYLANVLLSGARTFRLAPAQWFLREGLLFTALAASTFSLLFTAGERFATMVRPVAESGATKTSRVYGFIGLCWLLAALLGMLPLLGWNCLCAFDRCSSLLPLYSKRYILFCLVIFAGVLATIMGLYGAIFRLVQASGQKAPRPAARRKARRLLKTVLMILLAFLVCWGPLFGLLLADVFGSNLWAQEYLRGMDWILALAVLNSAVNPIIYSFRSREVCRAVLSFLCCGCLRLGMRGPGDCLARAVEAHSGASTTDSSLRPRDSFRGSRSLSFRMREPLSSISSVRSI
# S1P4 antag – S1P4 receptor antagonists, primary screen, cell-based. Sphingosine 1-phosphate receptor 4 (Homo sapiens), O95977. S1P4-expressing cells, antagonist mode, reporter read-out. inhibition, % at 4.98 µM. 0.26% of 220,000 active. AID 1510, 2009; in the data active = inhibition above about 29%;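 note: 0% = wells stimulated with agonist and 100% = vehicle wells without agonist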
# CHOP inh – inhibitors of CHOP promoter induction, primary screen, cell-based, unfolded protein response, luciferase reporter; CHO-K1 CHOP-promoter luciferase, tunicamycin-induced, 15-18 h; inhibition, % at 10 µM; 3.8% of 220,000 active; AID 2732, 2010;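 active = compounds that reduced the stress-induced luciferase reporter signal by more than about 70% of percent inhibition, limit read from the data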;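 note: 0% = tunicamycin plus vehicle and 100% = wells without tunicamycin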
# NPY1 pot ag – NPY-Y1 receptor potentiators or agonists, primary screen, cell-based; Neuropeptide Y receptor type 1 (Homo sapiens), P25929; NPY-Y1 expressing cells, potentiator/agonist activation; activation, % at 3.6 µM; 0.37% of 220,000 active; AID 1304, 2008; in the data active = activation above about 33%, passing the limit was not always enough;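 note: cells stimulated with NPY at EC10 then isoproterenol at EC100; 0% = low agonist plus stimulus and 100% = saturating agonist plus stimulus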
# NPY Y1 blocker – NPY-Y1 receptor antagonists, primary screen, cell-based. 1% of 200,000 active. HEK293-CNG Y1 cells, membrane potential fluorescence; NPY at EC95, then isoproterenol. inhibition, % at 3.6 µM;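 active = inhibition above the campaign mean inhibition of all tested compounds plus 3 SD, cut at about 20% in these data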;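 note: 0% = DMSO wells given NPY plus isoproterenol and 100% = isoproterenol alone without NPY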
#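 Material: Y1- and CNG-channel-expressing HEK293 cells / Probe or stimulus: NPY 25 nM then isoproterenol 1 µM plus Ro 20-1724 25 µM / Doses: 3.6 µM single dose, DMSO 0.4% / Schedule: compound incubation 1 h at room temperature, readout 45 min post-stimulation / Signal: membrane potential fluorescence / Benchmarks: isoproterenol-only wells as full block versus NPY-plus-isoproterenol wells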
# TRPN1 ag – zebrafish TRPN1 channel agonists, primary screen, cell-based, HEK293, calcium fluorescence | transient receptor potential cation channel N1 (TRPN1/NompC), Danio rerio | HEK293 zebrafish TRPN1-YFP, Fluo-8 calcium fluorescence; 100% = response to 87 µM carbachol | activation, % at 3 µM | 0.18% of 220,000 active;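 active = activation above its plate's cutoff, the mean activation of test wells on that plate plus 3 SD, cut at about 19% in these data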;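 note: 0% = DMSO alone and 100% = 87 µM carbachol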
#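 Material: zebrafish TRPN1-YFP in HEK293 cells; Doses: single test compound dose, 3 µM nominal, 0.3% DMSO; Timing: dye loading 1 h at 37 °C, then 30 min room temperature; Technique: intracellular calcium fluorescence with Fluo-8; Benchmarks: high carbachol 87 µM, low DMSO alone.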
# The depositor's hits bear a star; nt = not tested or not shown; & = joins results of further samples.
entry	SMILES	TRPML3 ag	EP2 mod	NPY-Y2 PAM-ag	S1P4 ag	S1P4 antag
1	CCOC(=O)c1[nH]c(C)c(CN(C(C)=O)c2ccc(OCC)cc2)c1C	-0.9	25&11	-19	-0.1	-18
2	Cc1ccc(S(=O)(=O)NC(=O)N2CCCC(C)(C)C2)cc1	0.4	-7	-1	-0.8	-14
3	COc1ccc2nc(SCC(=O)Nc3c(C)cccc3C)[nH]c2c1	-1.6	-6	-21	0.8	0
4	CCOc1ccccc1NC(=O)N1CCC(c2nc3ccccc3[nH]2)CC1	0.3	5	-1	-0.6	-19
5	COc1ccc(CN2CCn3ncc(C(=O)Nc4ccc(Cl)cc4Cl)c3C2=O)cc1	0.1	10	-11	1.9	-17
6	O=C(c1cccnc1)N1N=C(c2cccs2)CC1c1ccc(F)cc1 (stereo not drawn)	0.8	-4	7	0.3	3
7	COc1ccc(N2CCN(C(=O)C3CCC(Cn4c(=S)[nH]c5ccccc5c4=O)CC3)CC2)cc1 (stereo not drawn)	1.1	13	-12	1.9	-20
8	COCCN(C(=S)Nc1ccc(C)cc1)C(C)c1ccco1 (stereo not drawn)	0.7	8	-9	0.0	-3
9	O=C(CSc1nc2ccccc2nc1SCC(=O)N1CCOCC1)N1CCOCC1	0.5	-5	7	-0.1	3
10	O=C(Nc1ccccc1)N(C1=NCCCCS1)c1cccc2ccccc12	0.0	46	-8	-1.4	3
11	COc1ccc(S(=O)(=O)N2CCCCC2)cc1-n1cnnn1	0.6	11	2	2.2	-10
12	COc1cccc(/C=N/NC(=O)c2c(C)nc3ccc(Br)cn23)c1	0.9	-39	-3	0.8	5

entry	CHOP inh	NPY1 pot ag	NPY Y1 blocker	TRPN1 ag
1	-25	7	19	-2.2
2	26	-21	12	0.5
3	27	-7	3	-0.7
4	45	-3	-3	0.8
5	2	4	-2	2.1
6	2	-12	1	0.5
7	71*	1	-3	3.7
8	19	-1	nt	-0.1
9	-6	15	6	1.6
10	29	14	7	-0.5
11	28	16	5	0.3
12	31	14	0	1.4

entry	SMILES	TRPML3 ag	EP2 mod	NPY-Y2 PAM-ag	S1P4 ag	S1P4 antag
13	CCN1/C(=C2/SC(=S)NC2=O)Sc2ccccc21	0.5	-19	-7	-1.0	-5
14	CCC(=O)N1CCN(CCN=CC2=C(O)CC(c3cccs3)CC2=O)CC1 (stereo not drawn)	1.1	-4	-12	0.5	-2
15	Cc1c(C(=O)O)oc2ccc(S(=O)(=O)NC3CCCCCCC3)cc12	0.8	25	1	4.9	5
16	Cc1oc(-c2ccc(-c3ccccc3)cc2)nc1CN(C)C1CCOC1 (stereo not drawn)	1.1	-8	-13	0.2	6
17	Nc1ccccc1C(=O)Nc1ccc(Cl)cc1Cl	-0.4	-10	-10	1.7	-25
18	Cc1cc(C(=O)NC2CCCc3ccccc32)c(C)o1 (stereo not drawn)	-1.3	-12	-1	0.9	-14
19	CN(CCCC(=O)NCc1ccco1)S(=O)(=O)c1ccccc1	0.5	20	10	0.3	5
20	CCOC(=O)C1CCC2(CC1)C(C#N)=C(N)Oc1n[nH]c(C)c12 (stereo not drawn)	1.1	-3	-8	1.3	-10
21	COc1ccc(Cn2nnnc2C(c2cc3cc(C)ccc3[nH]c2=O)N2CCN(C)CC2)cc1 (stereo not drawn)	-0.1	0	4	-0.6	-4
22	Cc1nc2c(ccc3nc(NC(=O)C4CC4)sc32)s1	0.8	-14	-2	2.5	9
23	COc1cccc(CNC(=O)CCC2CCCN(C(=O)c3cc(C)on3)C2)c1 (stereo not drawn)	0.0	9	-16	0.5	-17
24	COc1cc(C(=O)Nc2ccc(Cl)c([N+](=O)[O-])c2)cc(OC)c1OC	0.7	-47	-12	0.6	5

entry	CHOP inh	NPY1 pot ag	NPY Y1 blocker	TRPN1 ag
13	-5	-5	1	0.2
14	15	5	-2	0.2
15	-22	-9	7	-1.1
16	-53	-1	2	1.8
17	4	6	nt	-1.9
18	8	-2	4	-1.4
19	0	-12	0	-0.1
20	16	5	5	1.6
21	22	9	3	-1.1
22	38	-5	-5	1.2
23	-17	-8	5	-0.2
24	21	-5	-1	1.6

# Copied from the list:
# Cc1nc2c(ccc3nc(NC(=O)C4CC4)sc32)s1 @ NPY Y1 blocker = -5
# CCOC(=O)C1CCC2(CC1)C(C#N)=C(N)Oc1n[nH]c(C)c12 (stereo not drawn) @ CHOP inh = 16
# COc1cccc(CNC(=O)CCC2CCCN(C(=O)c3cc(C)on3)C2)c1 (stereo not drawn) @ EP2 mod = 9
# COc1cc(C(=O)Nc2ccc(Cl)c([N+](=O)[O-])c2)cc(OC)c1OC @ NPY-Y2 PAM-ag = -12

# Carrying on:
entry	SMILES	TRPML3 ag	EP2 mod	NPY-Y2 PAM-ag	S1P4 ag	S1P4 antag
25	CNc1ccccc1C(=O)OCC(C)=O	0.1	-6	5	1.0	2
26	CCN(CC)S(=O)(=O)c1cc(NC(=O)C(C)N2CCN(c3ccccn3)CC2)ccc1C (stereo not drawn)	0.9	-18	3	1.1	-26
27	O=C(O)CNS(=O)(=O)c1ccc2c(c1)CCCC2	0.9	12	-16	0.8	-14
28	Cc1ccc2nc(SC(C)C(=O)N3CCCC3)[nH]c2c1 (stereo not drawn)	-0.5	3	2	-1.6	-11
29	COc1ccc(/C=N/n2c(=O)[nH]c3c([nH]c4ccc(C)cc43)c2=O)cc1CN1CCOCC1	0.7	20	15	0.4	-17
30	O=C(NC1=NCCS1)c1ccc(Br)s1	0.7	-8	9	-2.8	-22
31	CN(C1CCCC1)C1CCN(C(=O)CNC(=O)/C=C/c2cccc(C(F)(F)F)c2)CC1	0.1	5	-10	1.2	11
32	O=C(OCC(=O)N1CCc2ccccc2C1)c1ccc(N2CCOCC2)c([N+](=O)[O-])c1	0.0	8	-4	-1.2	-8
33	NC(=O)COC(=O)c1ccc(S(=O)(=O)NCc2ccco2)cc1	-0.3	3	5	-0.9	-13
34	CNC(=S)NNC(=O)c1ccccc1F	-0.6	20	-3	0.1	-8
35	O=C(N/N=C/c1ccccn1)C(=O)N1CCCCCC1	0.9	36	1	2.3	-6
36	O=S1(=O)CC/C(=N\O)c2ccccc21	0.5	-8	15	-0.7	-1

entry	CHOP inh	NPY1 pot ag	NPY Y1 blocker	TRPN1 ag
25	-21	4	-3	1.6
26	23	5	3	-0.3
27	6	0	0	-1.3
28	-27	-10	4	-2.1
29	4	12	-4	3.3
30	11	-14	3	-1.1
31	11	-8	-5	-0.8
32	24	-12	2	-1.1
33	6	6	1	-0.2
34	-11	0	4	-0.8
35	-31	14	nt	2.1
36	6	-9	3	-2.6

# 2 records picked at random from those above:
entry	SMILES	TRPML3 ag	EP2 mod	NPY-Y2 PAM-ag	S1P4 ag	S1P4 antag
31	CN(C1CCCC1)C1CCN(C(=O)CNC(=O)/C=C/c2cccc(C(F)(F)F)c2)CC1	0.1	5	-10	1.2	11
27	O=C(O)CNS(=O)(=O)c1ccc2c(c1)CCCC2	0.9	12	-16	0.8	-14

entry	CHOP inh	NPY1 pot ag	NPY Y1 blocker	TRPN1 ag
31	11	-8	-5	-0.8
27	6	0	0	-1.3

# (list continues)
entry	SMILES	TRPML3 ag	EP2 mod	NPY-Y2 PAM-ag	S1P4 ag	S1P4 antag
37	Cc1ccc(C(=O)N2C3=C(CCCC3)C(=O)NC23CCCCC3)cc1	1.1	17	1	0.0	-14
38	COc1ccc(-c2[nH]c(-c3ccc(C)cc3)nc2SCC(=O)NC2CCCC2)cc1	-0.3	2	-2	0.6	5
39	CCc1ccc(NC(=S)NC(=O)CC(C)C)cc1	0.2	22	2	2.1	-23
40	CC(C)(C)c1csc(NC(=O)c2ccc(Cl)s2)n1	1.7	-20	10	1.0	-5
41	O=C1CCN(Cc2ccccc2)C(=O)N1c1ccccc1	0.3	1	-3	0.2	1
42	CCOc1ccc(-n2c(N)c(-c3nc4ccccc4[nH]3)sc2=S)cc1	-0.2	-18	0	-3.4	14
43	COc1ccccc1NS(=O)(=O)c1cccc(N2CC(O)=C(c3ccccc3)C2=N)c1	0.4	-48	9	1.0	-2
44	COc1ccc(C2C([N+](=O)[O-])=C(C)N(C)C(=O)N2C)cc1OC (stereo not drawn)	0.8	2	0	1.9	16
45	COc1ccc2[nH]c(O)c(N=O)c2c1	0.1	40	-2	4.6	-3
46	CC(Sc1nc(-c2ccccc2)cc(C(F)(F)F)n1)C(=O)Nc1sc2c(c1C#N)CCC2 (stereo not drawn)	-0.2	36&16	2	-0.7	-9
47	O=C(Cn1ncc2c3ccccc3n(Cc3ccccc3)c2c1=O)N1CCN(c2ncccn2)CC1	-0.2	21	4	-1.0	-12
48	COc1ccc(NC(=O)Cn2c(=O)n(-c3ccccc3)c(=O)c3oc4ccccc4c32)c(OC)c1	0.2	21	0	-1.2	9

entry	CHOP inh	NPY1 pot ag	NPY Y1 blocker	TRPN1 ag
37	2	-2	-3	-0.3
38	52	-6	4	-3.9
39	-30	8	-1	-1.3
40	73*	10	0	2.8
41	1	10	nt	0.3
42	81*	-16	7	-1.6
43	-16	8	2	0.9
44	-5	0	-1	1.5
45	-22	-15	10	2.1
46	19	-69	12	-0.6
47	4	-2	-6	-0.4
48	-6	6	-1	1.8

entry	SMILES	TRPML3 ag	EP2 mod	NPY-Y2 PAM-ag	S1P4 ag	S1P4 antag
49	CCOC(=O)N1CCc2c(sc3c2c(=O)n(Cc2ccccc2)c(=O)n3Cc2ccccc2F)C1	0.0	31	-12	-0.6	7
50	Cn1c(=O)cc(OCCCC(=O)NCc2cccnc2)c2ccccc21	-0.3	-14	-1	0.0	2
51	N#Cc1cccc(OCC(=O)NC(=O)NCc2ccccc2)c1	0.5	14	0	-0.6	-3
52	Cc1ccc(/C=N/NC(=O)Cn2cnc3ccccc32)o1	0.2	8	-8	-0.9	-2
53	Cc1cccc(OCCCC(=O)Nc2ccc(Br)cc2)c1	-0.3	-17	-29	-0.3	-14
54	COc1cccc2c(C)nc(Nc3nc(CSc4nnc(C)s4)cc(=O)[nH]3)nc12	0.5	-32	-2	-0.8	-13
55	CCN1CCN(c2ccc(N=Cc3ccccc3O)cc2)CC1	0.9	-3	4	0.4	-19

entry	CHOP inh	NPY1 pot ag	NPY Y1 blocker	TRPN1 ag
49	30	-18	-7	-0.1
50	-15	0	-2	-1.3
51	2	-13	9	0.7
52	5	10	0	1.4
53	84*	-15	0	1.9
54	43	-6	0	0.8
55	7	17	-6	0.8
